Screening data deposited in PubChem by several laboratories.
N-glyco inh: increase of ERlucT glycosylation luciferase signal, primary screen, N-linked glycosylation inhibitor project, D54 ERlucT cells, luminescence, set 2; reporter increase, % at 12.5 µM; D54 ERlucT glycosylation luciferase reporter, 24 h; percent of 100 nM tunicamycin response; 0.23% of 360,000 active;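 active = mean luciferase reporter signal, scaled so untreated is 0 and the glycosylation-blocking control 100, at or above a set limit in every replicate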;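 note: luciferase carries N-glycosylation sites so blocking glycosylation raises the light; 0% = median of neutral control wells and 100% = median of 100 nM tunicamycin wells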
hiPSC survival: enhancers of single-cell hiPSC survival, primary screen, ATPlite luminescence | AID 602274, 2012 | 100% = ROCK inhibitor wells, 0% = DMSO | 0.044% of 360,000 active | survival enhancement, % at 20 µM; in the data active = survival enhancement above about 18%;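 note: cells exposed to compounds for 16 hours before the ATP read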
ABHD5-PLIN5 inh: ABHD5-PLIN5 interaction inhibitors, primary screen, cell lysate, split luciferase complementation, luminescence | Perilipin-5 (Homo sapiens) + 1-acylglycerol-3-phosphate O-acyltransferase ABHD5 (Homo … | Split G. princeps luciferase complementation, 4 h | 0.78% of 360,000 active | inhibition, % at 4 µM;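 active = inhibition above the mean inhibition across every tested compound plus 3 SD, cut at about 22% in these data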;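 note: 0% = DMSO only wells and the 100% control is not disclosed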
H9c2 protect: cardioprotection against H2O2-induced cell death, primary screen, uHTS, H9c2 cells, ATPLite luminescence; protection from H2O2 cell death, % at 20 µM; H9c2 cardiomyocytes, H2O2 injury protection, 2 h; 0.63% of 360,000 active;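 active = compounds giving at least 50% protection of heart cells from peroxide-induced death in the single-dose screen, raw or plate-pattern-corrected value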;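 note: 0% = DMSO wells with peroxide and 100% = DMSO wells without peroxide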
Granule exo inh: LAMP-1 surface exposure blockers, TALL-104 cells – cell-based, flow cytometry, MLPCN library, primary screen. inhibition, % at 10 µM. TALL-104 LAMP-1 surface exposure; cells stimulated with thapsigargin and PMA. 0.66% of 360,000 active;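 active = inhibition above about 55%, limit read from the data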
aDG glyco act: activators of alpha-DG glycosylation, primary screen, uHTS, Pro5-aDG cells, AlphaScreen; alpha-DG glycosylation AlphaScreen (IIH6); 0% Pro5, 100% B10-LARGE cell signal; activation, % at 10 µM; 0.22% of 360,000 active;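 active = activation of at least 8% versus controls, or a plate z-score of at least 8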;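 note: Pro5 are CHO cells carrying HIG-tagged alpha-DG that lacks glycosylation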
HTR2A ag: mouse Htr2a agonists via beta-arrestin recruitment, primary screen, cell-based, luminescence | 5-hydroxytryptamine receptor 2A (Mus musculus), P35363 | CHO-K1 mHTR2A beta-arrestin complementation; percent of 30 µM serotonin response | activation, % at 7.6 µM | 0.66% of 360,000 active;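 active = activation above a run cutoff, the mean activation of all tested compounds plus 3 SD, cut at about 14% in these data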;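 note: 0% = plate median of compound wells and 100% = 30 µM serotonin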
MC4R antagonist: MC4R antagonists of cAMP signaling, primary screen, cell-based, TR-FRET, antagonist arm of biased-ligand search | Melanocortin receptor 4 (Homo sapiens), P32245 | MC4R-expressing cells, MTII-stimulated cAMP, LANCE TR-FRET | inhibition, % at 6.5 µM | 0.48% of 360,000 active;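 active = inhibition above its plate's cutoff, the mean of tested wells on that plate plus 3 SD, cut at about 29% in these data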;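 note: 0% = Melanotan II alone and 100% = Melanotan II plus saturating MCL0020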
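System: U2OS-MC4R stable cell line; Technique: Eu-cAMP/anti-cAMP TR-FRET, emission 671 nm; Repeats: single well per compound; Also added: Melanotan II; Dosing: one concentration, 6.5 µM nominal; Schedule: 30-min compound, 1-h challenge, 1-h detection, room temperature.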
ABCB6 inh 2: ABCB6 transporter inhibitors, primary screen, K562-ABCB6 cells, flow cytometry, MLPCN library; ATP-binding cassette sub-family B member 6 (Homo sapiens), Q9NP58; K562-ABCB6 porphyrin accumulation, 1 h; stronger effect = lower value; 0.19% of 360,000 active; fluorescence ratio to DMSO, % at 10 µM;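 active = fluorescence ratio to DMSO below 75%, the collection mean minus 3 SD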;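 note: signal is porphyrin accumulated inside mitochondria; 100% equals median channel fluorescence of DMSO control wells; lower ratio means ABCB6 inhibition with less porphyrin fluorescence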
Target sequence (Q9NP58 whole entry, looked up): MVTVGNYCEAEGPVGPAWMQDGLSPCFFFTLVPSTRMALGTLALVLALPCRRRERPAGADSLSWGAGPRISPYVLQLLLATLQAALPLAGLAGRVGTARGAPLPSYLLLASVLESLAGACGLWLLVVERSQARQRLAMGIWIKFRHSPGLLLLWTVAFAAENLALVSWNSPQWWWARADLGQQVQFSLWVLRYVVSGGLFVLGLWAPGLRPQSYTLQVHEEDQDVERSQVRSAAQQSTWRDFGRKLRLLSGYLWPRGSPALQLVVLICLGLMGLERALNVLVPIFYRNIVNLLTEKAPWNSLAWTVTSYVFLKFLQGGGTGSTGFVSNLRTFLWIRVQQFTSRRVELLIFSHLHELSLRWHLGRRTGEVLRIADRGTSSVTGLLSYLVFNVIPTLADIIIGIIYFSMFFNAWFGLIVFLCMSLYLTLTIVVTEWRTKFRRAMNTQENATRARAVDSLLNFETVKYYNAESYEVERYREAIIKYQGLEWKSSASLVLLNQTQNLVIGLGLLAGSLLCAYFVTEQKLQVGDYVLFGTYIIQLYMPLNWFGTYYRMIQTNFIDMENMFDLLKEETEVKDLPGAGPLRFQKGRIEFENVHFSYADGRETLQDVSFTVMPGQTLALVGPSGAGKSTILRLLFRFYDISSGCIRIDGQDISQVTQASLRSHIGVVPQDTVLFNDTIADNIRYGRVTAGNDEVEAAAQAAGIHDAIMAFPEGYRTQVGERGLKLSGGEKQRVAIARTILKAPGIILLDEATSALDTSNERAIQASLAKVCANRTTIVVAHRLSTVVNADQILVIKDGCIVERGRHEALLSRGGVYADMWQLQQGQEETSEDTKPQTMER
MC4R barr agon: MC4R agonists recruiting beta-arrestin, primary screen, cell-based, luminescence, agonist arm of biased-ligand search; U2OS MC4R beta-arrestin complementation; percent of melanotan II response, DMSO zero; activation, % at 8.9 µM; 0.98% of 360,000 active;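 active = activation above a per-plate cutoff, the mean activation of sample wells on that plate plus 3 SD, cut at about 8% in these data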
* marks the source's active call; other numbers are inactive results.

#	smiles	N-glyco inh	hiPSC survival	ABHD5-PLIN5 inh	H9c2 protect	Granule exo inh	aDG glyco act	HTR2A ag	MC4R antagonist	ABCB6 inh 2	MC4R barr agon
1	COc1ccc(OCC(O)CN2CCCCCC2)cc1 (stereo not drawn)	0	-1.0	-2	0	-3	0.0	-3	0	101	-0.7
2	Fc1ccc(-n2nnc(-c3ccccc3Cl)n2)cc1	1	-0.2	-5	0	3	-0.1	-3	7	100	1.1
3	COc1cccc(C(=O)Nc2ccc(C(=O)NCC3CCCO3)cc2)c1 (stereo not drawn)	0	-0.5	8	5	0	0.0	-2	13	97	-1.2
4	Cc1cc(=O)[nH]c(SCC(=O)NCCc2ccccc2)n1	2	5.8	-1	6	13	-0.1	5	-4	94	-1.6
5	Cc1cc(C)c2c(CC(=O)Nc3nccs3)coc2c1	-3	-0.1	-9	-10	-8	-0.1	-2	5	97	-0.2
6	COc1cccc(N2CCN(Cc3cccnc3)CC2)c1	-1	-1.0	2	4	-2	-0.1	2	-3	98	1.3
7	COc1ccc(S(=O)(=O)N2CCN(c3nc(C)cc(C)n3)CC2)cc1	3	-0.6	3	0	10	-0.1	-5	5	95	-0.2
8	CC(Sc1nnc(C(F)(F)F)n1C)C(=O)NC(N)=O (stereo not drawn)	2	0.0	-1	6	1	-0.1	-1	3	85	-2.5
9	CCN(CC)C(=O)c1cnn(-c2ccccc2)c1NC(=O)c1cccs1	3	1.1	-2	-1	-6	1.4	-2	7	99	-2.3
10	COc1cc(/C=C/C(=O)O)cc(S(=O)(=O)Nc2ccccc2SC)c1OC	2	0.5	-1	10	-2	-0.2	6	1	103	0.2
11	CC(Cc1cccnc1)NC(=O)CCc1nnc(-c2ccccc2)o1 (stereo not drawn)	0	0.6	-1	3	-1	-0.2	3	7	97	-2.5
12	N/N=C/C(=N\Nc1ccc(Cl)cc1)C(=O)c1ccncc1	-4	-0.3	3	7	-2	0.0	0	0	95	0.3
13	COc1cc(OC)c(OC)cc1CN(C)CCc1ccccn1	1	2.2	-3	-6	0	0.2	1	16	102	1.3
14	COC1OC2COC(c3ccccc3)OC2C(OC(=O)c2ccccc2)C1OC(=O)c1ccccc1 (stereo not drawn)	3	1.1	4	-10	-3	-0.2	5	5	98	-2.1
15	N=C(N=C(N)N)N1CCc2ccccc21	2	0.6	2	0	-2	0.2	-4	3	88	-1.4
16	O=C(Nc1ccccc1)N1CCc2c([nH]c3ccccc23)C1C(F)(F)F (stereo not drawn)	-1	0.6	-3	0	18	0.4	1	35*	98	0.7
17	COc1ccc(CCNC(=O)COC(=O)c2cc(S(=O)(=O)N3CCCC3)ccc2O)cc1	2	-0.3	0	-2	8	-0.1	7	-4	91	-1.9
18	CCN(CC(=O)Nc1ccc(NC(C)=O)cc1)C(=O)c1cccc2ccccc12	1	0.7	0	3	-13	-0.3	6	9	94	-2.2
19	O=C(Nc1ccccc1)N(Cc1ccccc1)C1=NCCS1	0	2.7	1	2	-15	0.0	-3	-1	101	-0.1
20	COC(=O)CNc1nc(C2CC2)nc2c1nnn2Cc1ccccc1Cl	-5	3.9	2	-8	0	2.9	1	-14	90	8.2
21	CC(C)CN1CCN(CC#Cc2ccccc2)CC1CCO (stereo not drawn)	-2	1.2	0	-4	-1	-0.2	-3	-6	100	-3.7
22	CCOC(=O)N1CCN(C(=O)c2ccc3nc4ccc(Cl)cc4c(=O)n3c2)CC1	2	-1.7	0	2	8	0.1	-4	3	92	0.8
23	CS(=O)(=O)N1CCN(c2ccc(NC(=S)NC(=O)c3ccc4c(c3)OCO4)cc2)CC1	2	-0.1	11	-7	-3	0.0	1	15	96	-0.2
24	COc1cc(OC)cc(C(=O)Nc2ccc(S(=O)(=O)N(C)C)cc2)c1	1	1.8	0	7	2	-0.6	5	16	104	-1.9
25	CC(=O)c1cccc(NC(=O)CSc2nnc(-c3cccnc3)o2)c1	1	3.7	-1	5	-2	-0.2	4	9	98	-0.8

3 of these compounds in another layout.
Below each compound: N-glyco inh | hiPSC survival | ABHD5-PLIN5 inh | H9c2 protect | Granule exo inh | aDG glyco act | HTR2A ag | MC4R antagonist | ABCB6 inh 2 | MC4R barr agon
[21] CC(C)CN1CCN(CC#Cc2ccccc2)CC1CCO (stereo not drawn)
    -2 | 1.2 | 0 | -4 | -1 | -0.2 | -3 | -6 | 100 | -3.7
[22] CCOC(=O)N1CCN(C(=O)c2ccc3nc4ccc(Cl)cc4c(=O)n3c2)CC1
    2 | -1.7 | 0 | 2 | 8 | 0.1 | -4 | 3 | 92 | 0.8
[23] CS(=O)(=O)N1CCN(c2ccc(NC(=S)NC(=O)c3ccc4c(c3)OCO4)cc2)CC1
    2 | -0.1 | 11 | -7 | -3 | 0.0 | 1 | 15 | 96 | -0.2

(further entries)
#	smiles	N-glyco inh	hiPSC survival	ABHD5-PLIN5 inh	H9c2 protect	Granule exo inh	aDG glyco act	HTR2A ag	MC4R antagonist	ABCB6 inh 2	MC4R barr agon
26	COCCNc1oc(/C=C/c2ccccc2OC)nc1S(=O)(=O)c1ccccc1	-5	-0.2	-3	-3	-3	0.1	3	1	91	-2.3
27	O=C(OCc1ccc2c(c1)OCO2)c1ccc(S(=O)(=O)N2CCCC2)cc1	-2	-1.2	-9	-17	-3	0.0	-2	1	92	-0.9
28	COCC(=O)NCCSc1c(C)[nH]c2ccccc12	2	0.0	-2	3	1	-0.1	3	2	99	2.5
29	CC1CSc2ccccc2NC1=S (stereo not drawn)	-1	-0.2	2	3	8	0.3	3	-2	97	-0.6
30	COc1cccc(/C=C2\C(=O)C(=O)c3ccccc32)c1	3	0.0	-8	0	7	0.0	-1	-3	108	-0.4
31	C/C=C(\C)C(=O)O[C@H](c1cc2ccc(=O)oc2cc1OC)[C@@H](O)C(C)(C)O	2	2.3	3	-3	-1	0.4	7	4	99	-0.8
32	COC(=O)[C@@H](NCc1cccc(CN[C@H](C(=O)OC)c2ccccc2)c1)c1ccccc1	-4	-3.7	8	-11	66*	0.1	-1	8	100	-1.3
33	CCCn1nc(NC(=O)c2ccco2)c2cc3ccccc3nc21	5	-0.4	-4	17	-2	0.0	4	6	100	1.4
34	CC(C)c1ccc(NC(=O)C(c2ccccc2)N(C)C(=O)c2cnccn2)cc1 (stereo not drawn)	1	-0.1	-1	-2	-3	-0.2	0	-7	101	-0.6
35	CCC(C)(C)NC(=S)Nc1ccc(-c2nc3ccc(C)cc3s2)cc1	-14	-3.1	-6	-15	0	-0.2	0	17	105	5.9
36	CC12CCC(C(=O)Nc3cc(Cl)ccc3Cl)(C/C1=N\O)C2(C)C (stereo not drawn)	-1	-0.9	0	-5	-4	-0.1	0	-2	100	-1.7
37	COc1ccc2c(c1OC)C(=O)NC(C)=C(C(=O)OC(C)(C)C)C2O (stereo not drawn)	0	2.5	11	5	3	-0.1	5	-1	91	-1.5
38	CC(=O)c1c(O)cc(O)cc1CC(=O)O	-1	5.2	6	-1	9	-0.2	2	1	103	-1.2
39	CC1(NC(=O)c2cccc(S(=O)(=O)N3CCCc4ccccc43)c2)CCS(=O)(=O)C1 (stereo not drawn)	-2	-0.4	8	1	-3	-0.1	0	10	100	-2.5
40	O=C(Nc1ccc2c(c1)OCCO2)c1ccc(Cl)c(Cl)c1	-12	-0.4	-7	-4	6	0.2	0	3	100	0.1
41	Cc1cc2nc(NCCCO)n(CC(=O)c3cc(C(C)(C)C)c(O)c(C(C)(C)C)c3)c2cc1C	-8	1.5	-5	-12	3	2.1	11	7	97	13*
42	N=c1sccn1CC(=O)Nc1ccc(Cl)c(S(=O)(=O)N2CCOCC2)c1	1	-1.4	13	8	1	0.1	-2	12	90	-0.8
43	O=C(OCC(=O)N1CCc2ccccc21)c1cc(S(=O)(=O)N2CCOCC2)ccc1F	0	2.0	5	-4	2	0.0	1	-42	100	-3.4
44	O=C(Nc1ccccc1Cl)c1cc(C2CCCCN2C(=O)CCCc2ccccc2)on1 (stereo not drawn)	-3	3.7	3	-10	-8	-0.2	1	10	91	0.9
45	O=C(O)c1cccc(C(=O)Cc2ccccc2)c1	0	-0.7	-7	12	-1	-0.1	4	-2	102	-2.0
46	Cc1ccccc1S(=O)(=O)NC(=O)C1(C)CCN1C(=O)Cc1cc(F)ccc1F (stereo not drawn)	-1	6.7	2	1	-3	0.2	9	3	103	0.2
47	CCOC(=O)C1=C(COC(=O)Cc2ccccc2)NC(=O)NC1C (stereo not drawn)	3	0.5	3	7	-3	0.2	9	4	98	-2.6
48	Nc1nnc(SCC(=O)Nc2cc(S(=O)(=O)N3CCOCC3)ccc2N2CCCC2)s1	-1	-0.4	7	4	0	1.0	8	1	101	0.4
49	O=C(CN1CCN(C(=O)CNC(=O)c2ccc(N3CCCC3=O)cc2)CC1)Nc1cccc(F)c1	0	12	7	3	2	-0.1	7	1	104	-1.8
50	CCOC(=O)Cn1cc([N+](=O)[O-])c(OC)n1	3	-2.0	0	-4	-6	-0.3	3	-3	95	-2.3
51	O=C(N/N=C\c1cc2c(cc1[N+](=O)[O-])OCO2)c1cccs1	-2	0.0	-1	30	-30	1.7	5	-5	92	-3.8
